DDE Tn6 FP inh: inhibitors of Tn6 peptide binding to human fibrin DD(E); inhibition, % at 8.3 µM; Fibrin DD(E) TRITC-Tn6 fluorescence polarization displacement; actives 0.21% (n = 370,000); AID 720509;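 active means inhibition above a per-campaign cutoff: mean of compounds within control limits plus 3 SD, cut at about 15% in these data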;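 further: 0% = median of all compound wells on the plate and 100% = blocking peptide control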
MBD2 inh: MBD2-methylated oligo binding inhibition. actives 0.31% (n = 370,000). Q9UBB5. TR-FRET, MBD2 binding to methylated oligonucleotide. AID 686964. inhibition, % at 4.4 µM; in the data active means inhibition above about 13%
Target sequence (Q9UBB5 whole entry, looked up): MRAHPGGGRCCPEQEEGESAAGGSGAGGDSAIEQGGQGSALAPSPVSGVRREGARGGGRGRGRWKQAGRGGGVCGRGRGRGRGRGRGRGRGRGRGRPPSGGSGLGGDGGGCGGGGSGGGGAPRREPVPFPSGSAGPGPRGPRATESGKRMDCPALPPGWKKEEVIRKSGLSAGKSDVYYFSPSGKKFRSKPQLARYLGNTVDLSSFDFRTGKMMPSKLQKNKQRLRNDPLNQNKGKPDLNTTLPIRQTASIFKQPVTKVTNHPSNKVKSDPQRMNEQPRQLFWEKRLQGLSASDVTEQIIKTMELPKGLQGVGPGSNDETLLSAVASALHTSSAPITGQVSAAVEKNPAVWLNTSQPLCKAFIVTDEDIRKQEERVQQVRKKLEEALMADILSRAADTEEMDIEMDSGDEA
LEDGF integ inh: blocks HIV-1 LEDGF/p75-dependent DNA integration. TR-FRET IN-LEDGF/p75 DNA integration, Eu/Cy5. inhibition, % at 3.7 µM. actives 0.64% (n = 370,000). AID 743269;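 active means inhibition above the screen-wide mean plus 3 SD, cut at about 13% in these data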;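 further: signal is the Cy5 over europium emission ratio at 671 and 618 nm; 0% = plate median of compound wells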
Tn7 DDE FP: disrupts Tn7 cyclic peptide binding to fibrin D-Dimer-E complex | P02675 | FP displacement of FITC-Tn7 peptide from fibrin DD(E); 0% = median of compound wells per plate | inhibition, % at 8.3 µM | actives 0.13% (n = 370,000) | AID 720508;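 active means inhibition above the mean of compounds falling within the control limits plus 3 SD of them, cut at about 14% in these data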;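 further: 0% = plate median of compound wells and 100% = 10 µM Aha-Tn7 peptide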
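Also added: labelled Tn7 tracer, 0.1 µM; Assay system: human fibrin DD(E) protein; Amount: 2 µM fibrin DD(E); Schedule: 10 min compound pre-incubation, 3 h probe incubation at room temperature; Repeats: one replicate per compound; Read-out basis: percent inhibition; Measured by: fluorescence polarization of the labelled Tn7 tracer.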
TDP2 absorb: TDP2 (human) inhibition, absorbance primary screen | O95551 | actives 0.34% (n = 370,000) | AID 720702 | inhibition, % at 12.8 µM | recombinant TDP2, T5PNP hydrolysis, p-nitrophenol absorbance 415 nm;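 active means inhibition above the mean of all tested compounds plus 3 SD, set per campaign, cut at about 25% in these data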;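 further: 0% = DMSO with enzyme and 100% = buffer with substrate but no TDP2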
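System – recombinant human TDP2 · Quantity – TDP2 enzyme at 120 nM final · Doses – single concentration, 12.8 µM nominal, with 1% DMSO · Incubation – 2 h at 37 °C · Measured by – epi absorbance of p-nitrophenol freed from T5PNP by hydrolysis · Read-out – % inhibition relative to enzyme-containing and enzyme-free wells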
UHRF1 binding: UHRF1 methyl-DNA binding inhibition; actives 0.75% (n = 370,000); inhibition, % at 4.4 µM; UHRF1 binding to methylated oligo, TR-FRET; AID 687016; in the data active means inhibition above about 21%;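 further: UHRF1 SRA domain binding a hemimethylated CpG hairpin DNA probe; 0% = median of test compound wells and 100% = reference inhibitor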
TCR CD3 inh: human TCR-CD3 binding inhibition; TAMRA-labeled TCR probe fluorescence, biochemical; inhibition, % at 9.4 µM; actives 0.37% (n = 360,000); AID 651800; in the data active means inhibition above about 19%;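 further: recombinant mutant TCR 2C K166C tagged with TAMRA read by polarization; 0% = receptor in buffer alone and 100% = receptor with positive control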
KLK7 zymogen act: proKLK7 (human) activation, primary screen; P49862; purified proKLK7, EDANS-DABCYL substrate fluorescence; 100% is mature enzyme control, 0% vehicle; activation, % at 7 µM; actives 0.9% (n = 370,000);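 active means activation above the mean of all tested compounds plus 3 SD, computed per campaign excluding outliers beyond control limits, cut at about 13% in these data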
Target sequence (P49862 whole entry, looked up): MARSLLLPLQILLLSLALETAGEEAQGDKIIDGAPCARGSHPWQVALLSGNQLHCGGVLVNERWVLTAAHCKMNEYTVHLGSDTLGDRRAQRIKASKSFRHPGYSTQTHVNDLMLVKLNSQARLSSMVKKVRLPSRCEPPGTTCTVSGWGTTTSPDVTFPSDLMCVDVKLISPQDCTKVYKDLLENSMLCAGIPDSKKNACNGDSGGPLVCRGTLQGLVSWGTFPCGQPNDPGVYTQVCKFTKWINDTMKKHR
PRMT1 FP inh: blocks human protein arginine methyltransferase 1. Q99873. recombinant PRMT1, activity-based probe fluorescence polarization. actives 1.3% (n = 370,000). inhibition, % at 2.79 µM;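 active means inhibition above about 21% made by adding two undisclosed values, limit read from the data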
Target sequence (Q99873 whole entry, looked up): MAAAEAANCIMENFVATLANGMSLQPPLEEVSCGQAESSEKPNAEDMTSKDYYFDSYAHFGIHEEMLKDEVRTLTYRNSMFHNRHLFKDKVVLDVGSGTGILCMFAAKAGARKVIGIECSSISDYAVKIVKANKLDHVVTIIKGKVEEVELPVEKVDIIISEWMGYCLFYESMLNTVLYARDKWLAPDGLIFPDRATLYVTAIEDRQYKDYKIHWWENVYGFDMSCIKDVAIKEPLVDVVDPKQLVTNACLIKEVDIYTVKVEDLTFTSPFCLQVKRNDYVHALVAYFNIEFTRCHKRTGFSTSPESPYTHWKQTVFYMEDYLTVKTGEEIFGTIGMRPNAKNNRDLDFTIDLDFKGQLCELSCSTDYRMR
SIAE inh: blocks human sialic acid acetylesterase. Q9HAT2. actives 0.69% (n = 370,000). AID 1053197. SIAE FP-Rh probe binding, fluorescence polarization. inhibition, % at 9.66 µM;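 active means inhibition above a cutoff: mean of compounds within the control limits plus 3 SD of those, cut at about 17% in these data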;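 further: 0% = plate median of compound wells and 100% = probe without SIAE protein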
Numbers without * were called inactive; x = not tested or not shown.

SMILES	DDE Tn6 FP inh	MBD2 inh	LEDGF integ inh	Tn7 DDE FP	TDP2 absorb	UHRF1 binding	TCR CD3 inh	KLK7 zymogen act	PRMT1 FP inh	SIAE inh
CCc1cccc(CC)c1NC(=O)c1cccc(N)c1	-8	1	-2	6	-10	3	1	0.9	-2	0
Cc1cc(C)nc(/N=C(\N)Nc2ccc(SC(F)F)cc2)n1	0	-1	0	-3	3	4	2	0.0	-1	2
CCOc1ccc(N(CC(=O)Nc2cccc(C)c2)S(C)(=O)=O)cc1	-9	2	6	-2	-24	6	-6	-0.6	-1	2
C#Cc1ccc([C@H]2C=C(C(=O)O)O[C@@H](OCCCCO)C2)cc1	1	0	2	3	3	2	-6	0.3	1	-1
COc1ccc(C(=O)/C=C2/c3ccccc3CC(C)(C)N2C)cc1OC	-3	1	-5	7	-8	4	0	0.0	5	12
O=C(NCc1ccccc1)c1cc(-n2cnnc2)ccc1Cl	-1	3	1	-8	9	-2	-3	0.6	-2	2
Cc1c(NC(=O)c2cc(-c3ccccc3O)on2)c(=O)n(-c2ccccc2)n1C	-1	-3	1	-2	8	-2	8	0.2	0	-3
CCCc1nnc(SCC(=O)NC2CCCCC2)n1CCOC	-2	1	-1	-4	12	-1	0	-0.1	-2	0
CC(=O)c1c(C)nc(-c2ccc(Cl)cc2Cl)n1O	3	-1	2	-1	-6	1	5	0.2	-1	-6
CC1CC(C)(C)NC(=S)N1CC(=O)N(C)Cc1ccccc1 (centres undefined)	5	-6	2	-5	10	0	6	0.0	-1	5
COC(=O)c1sc(NC(=O)CC(C)C)c(C(=O)OC)c1C	3	-1	-2	-3	2	3	-3	0.2	2	-4
COC(=O)c1ccccc1NC(=O)c1ccc(COc2ccc3c(c2)CCC3)cc1	-2	2	0	0	-9	3	-4	-0.2	1	-9
Cc1nnsc1C(=O)Nc1ccc(Cl)cc1	-1	-1	4	-1	4	1	2	-0.9	2	-3
COC(=O)C1CN(CCc2ccccc2)CCS(=O)(=O)N1Cc1ccccc1 (centres undefined)	-1	5	-4	-2	5	3	x	-1.0	0	3
Cc1ccc(S(=O)(=O)CC(=O)NC(C)(C)C)cc1	-2	0	-2	4	3	-2	0	0.1	-4	4
CCOC(=O)C1=C(C)NC(=O)CC1c1cc(OC)c(OC)cc1Br (centres undefined)	-4	-1	4	-6	-6	1	6	-0.6	-2	-6
O=C(NC1CC1)c1ccc(CN(c2ccccc2)S(=O)(=O)c2ccccc2)cc1	5	2	-2	0	3	-1	-1	0.0	-3	0
CCC(=O)OCC(=O)Nc1ccc2c(c1)OCO2	2	0	-4	-2	1	-3	-2	0.1	-2	0
Cc1ccc(NC(=O)CN(Cc2ccccc2)S(C)(=O)=O)cc1C	-1	-4	7	4	-10	-6	-2	0.3	-2	-1
COc1ccc(/C=N\NC(=O)Cc2cccs2)c(OC)c1OC	-6	0	-2	-6	1	0	x	-0.3	-4	3
C/C(Cn1nnc([N+](=O)[O-])n1)=N\NC(=O)c1ccc(Cl)c(Cl)c1	-1	2	0	5	-2	2	-1	-0.1	0	-1
COc1ccccc1NC(=O)Nc1nc(C(N)CCc2ccccc2)cs1 (centres undefined)	-7	-2	6	-8	-18	2	-11	0.1	-5	-1
CC1CCCCC1NC(=O)CSc1nnc(CN2CCOCC2)n1C (centres undefined)	10	-1	-1	-6	-3	-3	-4	-0.1	-3	9
Cc1ccnc(NC(=O)c2cccc([N+](=O)[O-])c2C)c1	-3	0	0	-6	-14	2	-9	0.1	-5	-2
COc1cccc(-n2c(=O)c3sccc3n(CC(=O)NC3CCCCC3)c2=O)c1	-2	0	-1	6	15	-1	4	-0.4	-1	-2
COc1ccc(CCN2C(=O)CC(C(N)=O)SC2=Nc2ccccc2)cc1 (centres undefined)	6	6	-6	2	-1	4	9	0.1	0	-6
O=C(O)C1CCN(S(=O)(=O)c2cccnc2)CC1	-3	3	1	0	-8	5	-3	0.0	3	-10
CCOP(=O)(OCC)C(Nc1ccccn1)c1ccc(F)cc1 (centres undefined)	4	1	4	1	-6	-2	-4	0.0	3	-4
Cc1c(C(=O)c2ccc([N+](=O)[O-])cc2)c(=O)n(C)c(=O)n1C	10	-6	2	-1	2	-1	6	0.1	-1	2
CC(=O)NNS(=O)(=O)c1ccc(-c2cc(C(F)(F)F)n(C)n2)s1	4	-4	-1	3	13	-3	7	0.1	-1	8
COc1ccc(NC(=O)NCCCN2CCc3ccccc3C2)cc1	4	-2	-1	1	-1	2	-5	-0.1	1	4
CC(=O)c1c(C)[nH]c(C(=O)OCC(=O)C(C)(C)C)c1C	-7	4	-5	10	-2	6	-3	-0.1	-1	1
CC(=O)CSc1ncnc2c1oc1ccccc12	3	-4	-3	3	0	1	8	-0.3	-1	3
CC1(Cc2ccc(F)c(Cl)c2)C(=O)Nc2c(Cl)cccc21 (centres undefined)	-4	2	0	4	5	0	1	0.0	-1	-5
Cc1ccsc1C(=O)N1CCC1(C)C(=O)NCCC#N (centres undefined)	-3	-7	1	-7	-4	1	1	0.4	2	2
COc1cccc(NC(=O)c2c([N+](=O)[O-])cnn2C)c1	0	-5	0	6	5	5	-3	-0.1	2	-2
O=C(Nc1cccnc1)C1CC(c2ccccc2O)=NO1 (centres undefined)	9	-4	-2	7	-2	-2	2	-0.1	-1	4
CCCCN1C(=O)C(CC(=O)NCCN2CCOCC2)CC(C(=O)N2CCOCC2)=C1C (centres undefined)	5	0	-5	5	8	2	2	-0.5	-1	-5
CCN(CC)CCN(Cc1cc2cc(C)ccc2[nH]c1=O)C(=S)NCc1ccco1	1	-1	2	-1	-4	-6	7	1.3	0	3
O=C(NN=Cc1ccc2c(c1)CCN2)c1cccs1	-7	2	-2	5	-1	13	-11	0.0	3	-7
COc1ccc(OC)c(S(=O)(=O)N2CCN(c3ccccc3OC)CC2)c1	2	6	1	-4	4	-1	-8	-0.2	2	2
N#Cc1cc2c(nc1SCC(=O)N1CCOCC1)CCCCC2	4	-2	1	10	-8	-2	0	0.5	4	-4
COc1cc(CC(NC(C)=O)C(=O)NC2CCN(c3nc(OC)nc(OC)n3)CC2)cc(OC)c1 (centres undefined)	-1	-5	4	-5	6	0	-3	-0.2	3	5
CCC(CC)C(C(=O)NC1CCCC1)N1CCN(c2cc(C)nc3ccccc23)CC1 (centres undefined)	1	-4	-2	-2	0	0	-1	0.2	1	4
O=C(COC(=O)c1ccc(F)cc1F)NCCC1=CCCCC1	-9	7	4	-3	-7	2	-9	-0.4	2	10
C=C1C[C@H]2[C@@H]3CCc4cc(OC)ccc4[C@H]3CC[C@]12C	-6	0	1	-1	0	1	-3	-0.5	-2	-5
Cc1ccc(S(=O)(=O)N2C[C@H]3C(=O)C[C@@H](c4ccccc4)N(S(=O)(=O)c4cccc(C)c4)[C@H]3C[C@H]2c2ccccc2)cc1	1	0	-2	3	-2	-1	-5	0.2	2	-11
COc1ccc(C(C)(O)c2nc(-c3csc4ccccc34)cs2)cc1 (centres undefined)	2	-2	2	2	-7	0	6	0.1	0	-15
COc1ccc(OC)c(N(CC(=O)NCc2ccncc2)S(C)(=O)=O)c1	-1	-1	4	2	-3	0	-5	0.3	-1	0
CC(C)(C)n1ncc2c(=O)n(CC(=O)Nc3ccc(Cl)cc3)cnc21	-1	-1	0	3	-3	-1	3	0.2	-1	-6

Next section.
SMILES	DDE Tn6 FP inh	MBD2 inh	LEDGF integ inh	Tn7 DDE FP	TDP2 absorb	UHRF1 binding	TCR CD3 inh	KLK7 zymogen act	PRMT1 FP inh	SIAE inh
Fc1ccc(CNC(=S)NCc2ccccc2)cc1	-4	0	1	1	0	-1	8	-0.2	0	4
NC(N)=Nc1nc2ccc(Cl)cc2c(=O)[nH]1	-1	-2	-1	-5	0	8	-6	-0.2	1	3
CC1CC2=C(C(=O)O1)C(c1ccccc1)Nc1ccccc1N2 (centres undefined)	-1	1	4	-2	-3	0	9	0.3	-3	5
CC(=O)Nc1c(C(N)=O)oc2ccc(Cl)cc12	-8	5	-1	-1	-12	2	0	-0.5	6	-10
O=C(/C=C/c1ccc(OC2CSC2)cc1)c1ccccc1	-4	-1	-4	1	-4	8	8	-2.8	2	-5
Cc1cccc(N2C(=O)CC(N3CCN(C(=O)c4ccccc4)CC3)C2=O)c1 (centres undefined)	2	2	0	-2	6	2	-1	0.2	1	0
Cc1ccccc1C(=O)NC(=S)NCC(=O)c1ccccc1	-6	7	5	6	-14	6	-5	-0.7	0	-2
O=C(COc1ccccc1Cl)NC(=O)NC1CCCC1	3	-6	-1	-1	8	2	3	0.0	-1	-1
CN(Cc1ccccc1)C(=O)c1ccc(Cl)c([N+](=O)[O-])c1	-3	1	0	2	-1	3	-1	-0.4	1	-10
CCCC#Cc1ccc2c(c1)O[C@H](CN(C)S(=O)(=O)c1cccc(OC)c1)[C@H](C)CN([C@H](C)CO)S2(=O)=O	-3	8	0	2	-3	18	-2	0.8	-1	-9
CCn1c(SCC(=O)Nc2ccccc2-c2ccccc2)nnc1-c1cnccn1	2	5	2	2	0	-2	x	-0.3	-9	-3
c1ccc2c(c1)c1cccc3ccc4cccc2c4c31	-4	1	3	-4	-5	0	-1	-2.9	-1	0
CCOc1ccccc1NC(=O)CCc1nnc2ccc(N3CCC4(CC3)OCCO4)nn12	3	1	-1	3	1	-2	4	0.0	-1	13
CC1(C(=O)NS(=O)(=O)c2ccc(C#N)cc2)CCN1C(=O)c1ccccc1CCc1ccccc1 (centres undefined)	-15	-1	1	-3	3	2	-7	-0.1	-3	-2
O=C(COc1ccc(Cl)cc1Cl)NNC(=S)NC(=O)c1ccco1	6	3	5	-1	-4	-2	7	0.5	-3	-3
CC(=O)N1N=C(c2cccc(Cl)c2)OC1c1ccc(C(C)C)cc1 (centres undefined)	-6	0	-1	4	7	1	5	0.3	0	-1
COc1ccccc1C(O)(C(=O)NNc1ccccc1C)c1ccccc1OC	0	-3	7	-5	-9	-2	-7	0.7	1	0
NCC1CC2c3ccccc3C1c1ccccc12 (centres undefined)	1	2	-3	-2	-10	3	-4	0.6	-1	-8
CC(Oc1ccc(Cl)cc1)c1ccnn1S(C)(=O)=O (centres undefined)	2	0	3	-4	-4	2	0	0.2	2	0

Reformatted with bars between the fields: two of the compounds above.
SMILES | DDE Tn6 FP inh | MBD2 inh | LEDGF integ inh | Tn7 DDE FP | TDP2 absorb | UHRF1 binding | TCR CD3 inh | KLK7 zymogen act | PRMT1 FP inh | SIAE inh
NCC1CC2c3ccccc3C1c1ccccc12 (centres undefined) | 1 | 2 | -3 | -2 | -10 | 3 | -4 | 0.6 | -1 | -8
CC(Oc1ccc(Cl)cc1)c1ccnn1S(C)(=O)=O (centres undefined) | 2 | 0 | 3 | -4 | -4 | 2 | 0 | 0.2 | 2 | 0

Screening results: PubChem, The Scripps Research Institute Molecular Screening Center
